Bioassay records deposited in PubChem by Broad Institute.
PGC1a acetyl inh – inhibitors of PGC1a acetylation signal, primary screen, cell-based, U2OS, AlphaScreen, inhibitor mode. actives 0.17% (n = 350,000). AlphaScreen anti-acetyl-lysine; with virally co-expressed GCN5 acetyltransferase. inhibition, % at 15.6 µM;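 active means every replicate shows inhibition of at least 40%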;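 further: 0% = neutral control wells and 100% = positive control wells; some results beyond the cut were filed as inactive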
FN deposition inh – inhibitors of fibronectin matrix deposition, primary screen, AH1F cells, Alexa488-fibronectin fluorescence, plate reader; AH1F fibroblasts, overnight; inhibition, % at 12.6 µM; actives 0.086% (n = 350,000);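 active means mean inhibition across replicates of 30% or more, regardless of how many single replicates reach that level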;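 further: positive control wells lacked labelled fibronectin entirely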
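Material: AH1F fibroblast monolayer depositing Alexa488-labelled fibronectin into matrix | Input: 10000 AH1F cells/well | Medium: DMEM plus 2% serum, read in PBS | Reagent: Alexa488-fibronectin, 24 nM final in well | Compound dosing: One dose per compound, pinned | Schedule: 1 h adhesion, overnight exposure | Measured by: Fluorescence at 485 nm excitation, 525 nm emission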
S100A4 inh HTS – inhibitors of S100A4-myosin IIA peptide binding, primary screen, biochemical, fluorescence polarization, TAMRA-MyoIIA peptide; Protein S100-A4 (Homo sapiens), P26447; inhibition, % at 10.7 µM; actives 0.14% (n = 360,000);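 active means mean inhibition of at least 70% across replicates, with every replicate also reaching that level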
Target sequence (P26447 whole entry, looked up): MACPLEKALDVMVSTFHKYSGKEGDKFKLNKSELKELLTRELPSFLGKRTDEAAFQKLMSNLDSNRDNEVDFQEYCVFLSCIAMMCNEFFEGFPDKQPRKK
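Assay system: human S100A4 monomer with TAMRA-labelled myosin IIA peptide / Buffer or medium: Calcium-containing HEPES buffer, pH 7.2 / Reagent: TAMRA-labelled myosin IIA heavy-chain peptide probe, 5 nM / Compound: one dose per compound / Timing: polarization read 5 min after assay mix addition, stable 5–60 min / Benchmarks: neutral control DMSO, positive control TFP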
LGR2 antag – inhibitors of bursicon-induced LGR2 CRE-luciferase signal, primary screen, cell-based, HEK293, CRE-luciferase reporter, bursicon stimulation; inhibition, % at 9.99 µM; bursicon-stimulated, 4 h; Drosophila bursicon receptor LGR2 (rickets); actives 0.35% (n = 380,000);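 active means drop in luminescence signal, shown as inhibition above about 50% in the replicate tests, limit read from the data, passing the limit was not always enough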;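 further: agonist challenge used bursicon conditioned medium at about half maximal strength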
ERAP1 inh – human ERAP1 aminopeptidase inhibitors, primary screen, biochemical, single point, plate reader; Endoplasmic reticulum aminopeptidase 1 (Homo sapiens), Q9NZ08; recombinant ERAP1, Leu-AMC fluorescence, 60 min; inhibition, % at 10.7 µM; actives 0.15% (n = 340,000);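 active means mean replicate inhibition of at least 30%, or all replicates individually reaching that 30% level; inactive means mean below 30% and not every replicate reaching it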;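 further: 0% = neutral control wells and 100% = L-leucinethiol positive control wells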
Target sequence (Q9NZ08 whole entry, looked up): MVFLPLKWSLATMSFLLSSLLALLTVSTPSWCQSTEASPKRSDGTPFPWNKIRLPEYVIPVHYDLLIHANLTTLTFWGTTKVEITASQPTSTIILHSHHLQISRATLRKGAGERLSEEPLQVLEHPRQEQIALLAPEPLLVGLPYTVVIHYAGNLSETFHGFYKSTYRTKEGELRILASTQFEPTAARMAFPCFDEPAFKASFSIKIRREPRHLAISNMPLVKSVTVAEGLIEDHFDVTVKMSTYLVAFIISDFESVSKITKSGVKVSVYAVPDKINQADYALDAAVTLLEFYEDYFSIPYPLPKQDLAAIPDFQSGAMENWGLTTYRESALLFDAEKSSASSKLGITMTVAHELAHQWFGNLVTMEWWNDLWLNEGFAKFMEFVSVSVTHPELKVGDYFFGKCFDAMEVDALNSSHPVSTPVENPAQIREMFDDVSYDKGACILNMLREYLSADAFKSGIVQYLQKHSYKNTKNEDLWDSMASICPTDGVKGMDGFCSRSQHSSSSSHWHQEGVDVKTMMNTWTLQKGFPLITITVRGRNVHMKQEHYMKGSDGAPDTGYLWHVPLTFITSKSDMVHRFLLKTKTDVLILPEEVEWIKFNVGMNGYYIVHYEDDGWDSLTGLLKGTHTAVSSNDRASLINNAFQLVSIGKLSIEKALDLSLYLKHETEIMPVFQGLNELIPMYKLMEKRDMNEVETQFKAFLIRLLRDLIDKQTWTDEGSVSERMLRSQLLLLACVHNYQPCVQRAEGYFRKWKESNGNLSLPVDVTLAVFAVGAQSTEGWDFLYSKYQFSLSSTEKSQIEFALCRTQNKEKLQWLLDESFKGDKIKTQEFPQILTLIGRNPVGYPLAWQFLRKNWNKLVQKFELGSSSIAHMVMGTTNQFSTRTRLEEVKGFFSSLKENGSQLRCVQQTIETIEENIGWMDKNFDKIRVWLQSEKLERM
EWS-Fli inh – EWS/Fli-driven NR0B1 reporter inhibitors, primary screen, A673 cells, NR0B1 luciferase, luminescence, MLPCN library | AID 651661, 2012 | inhibition, % at 12.6 µM | viability-normalised | actives 0.67% (n = 350,000);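 active means mean inhibition of at least 50% after viability correction, with every replicate also passing that limit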;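 further: firefly luciferase signal divided by Alamar Blue viability fluorescence both relative to DMSO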
PAX8 inh HTS – inhibitors of PAX8-driven TPO luciferase reporter, primary screen, RMG-I cells, single concentration; actives 1.2% (n = 360,000); inhibition, % at 12.6 µM; AID 652154, 2013; SteadyGlo, 24 h;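 active means mean replicate inhibition at least 60% with every replicate also reaching 60%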;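 further: luciferase light reporting Pax8 driven TPO promoter activity; plate controls were median of neutral control wells for no effect and mitoxantrone controls for full effect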
PglD DTNB – C. jejuni PglD acetyltransferase inhibitors, primary screen, biochemical, DTNB colorimetric, single point; AID 602405, 2012; actives 0.098% (n = 360,000); UDP-N-acetylbacillosamine N-acetyltransferase PglD (Campylobacter jejuni); purified PglD enzyme, DTNB colorimetric CoA detection; inhibition, % at 12.5 µM; in the data active means inhibition above about 16%, passing the limit was not always enough; further: strong numbers were not always called active
* hit, by the source's call; nt = no result given.

Results follow in this order: PGC1a acetyl inh	FN deposition inh	S100A4 inh HTS	LGR2 antag	ERAP1 inh	EWS-Fli inh	PAX8 inh HTS	PglD DTNB
- C[C@@H]1CCCCO[C@H](CN(C)Cc2ccc(Cl)c(Cl)c2)[C@H](C)CN([C@@H](C)CO)C(=O)c2cc(NC(=O)Nc3ccccc3)ccc2O1
 : -11	-4	44	6	-4	8	82*	1
- CCCC(=O)n1nc(-c2cccnc2)nc1NCc1ccccc1
 : -16	-5	7	-4	-2	-3	1	5
- Fc1ccccc1COc1ccc(C(=S)N2CCCC2)cc1
 : -8	4	-3	-40	2	-91	-130	3
- CC1(c2ccc(Cl)cc2)NC(=O)N(CN2CCOCC2)C1=O (stereo unspecified)
 : nt	3	-3	0	1	-6	5	-7
- COCCNC(=O)C(C)Oc1ccc(Cl)cc1Cl (stereo unspecified)
 : 4	nt	-3	2	3	nt	nt	-5
- O=C(Cn1nnc2c(cnn2-c2ccc(F)cc2)c1=O)c1ccccc1F
 : -11	-1	nt	nt	nt	nt	6	-3
- COc1ccc(C(=O)C2CCCN(C(=O)c3cc(C)on3)C2)cc1F (stereo unspecified)
 : 3	13	-5	-4	2	2	-6	2
- O=C(COC(=O)/C=C/c1ccc2c(c1)OCO2)Nc1ccc(S(=O)(=O)N2CCCC2)cc1
 : nt	1	-1	8	-4	2	35	nt
- CNC[C@@H]1OCCCC[C@H](C)Oc2ccc(NS(=O)(=O)c3c(C)noc3C)cc2C(=O)N([C@H](C)CO)C[C@@H]1C
 : 0	nt	nt	-19	nt	-10	-4	1
- COC(=O)c1ccccc1C(=O)N(Cc1cccnc1)CC1CCCN(C2CCCCC2)C1 (stereo unspecified)
 : 2	-7	-10	-9	0	-4	7	8
- Cc1ccc(S(=O)(=O)N[C@H]2CC[C@@H](CCNC(=O)C3CC3)O[C@@H]2CO)cc1
 : -3	-16	8	16	0	-1	nt	-9
- CN(C)C(=O)c1ccc(-c2ccc([C@H]3[C@@H](CO)N4CCCCN(S(C)(=O)=O)C[C@@H]34)cc2)cc1
 : 3	nt	-2	11	0	nt	-14	-6
- CC(C(=O)NCc1ccccn1)c1ccc([N+](=O)[O-])cc1 (stereo unspecified)
 : nt	nt	-4	-1	5	-1	0	nt
- COc1ccc(-n2c(SCC(=O)N3CCOCC3)nc(O)cc2=O)cc1
 : nt	nt	-11	-1	3	5	3	5
- C[C@H]1CN([C@@H](C)CO)C(=O)c2cc(/C=C/c3ccccc3)cnc2O[C@H]1CN(C)C(=O)c1cccnc1
 : 6	nt	8	5	2	-6	-23	5
- CSc1nsc2nc(=O)c(/C=C3\C=Nc4ccccc43)c(N)n12
 : 6	3	10	-14	2	-27	-40	1
- CCC(C)Sc1nc(C)nc2c1c(=O)n(C)c(=O)n2C (stereo unspecified)
 : -9	-7	-3	-8	-4	3	16	-1
- O=c1[nH][nH]c2c1[C@@H](c1ccc(F)cc1)O[C@H](C1CCCCC1)C2
 : nt	12	-4	-1	2	-5	15	nt
- C/C(CCc1ccco1)=N\NC(=O)CNc1c(Br)cc(Br)cc1Br
 : nt	1	0	-23	nt	2	11	nt
- COc1ccc(C)cc1NC(=O)CSc1nnnn1Cc1ccccc1
 : -6	5	nt	nt	nt	nt	15	2
- Cc1sc2ccccc2[n+]1CC(=O)O
 : 7	-3	-1	-5	9	1	-15	-1
- N#Cc1cccc(NC(=O)CSc2n[nH]c(=O)[nH]c2=O)c1
 : -5	1	-3	-7	-2	8	20	0
- CC(C)(C)S(=O)N1Cc2cc(C(=O)N[C@@H]3CCN(Cc4ccccc4)C3)nc(-c3cccc(C#CCC4CCCC4)c3)c2[C@H]1CCO (stereo partly specified)
 : -13	nt	-31	nt	-4	16	14	nt
- O=C(NCc1ccccc1F)[C@H]1[C@H](CO)[C@H]2Cn3c(cccc3=O)[C@H]2N1CC1CC1
 : nt	nt	8	13	-2	9	nt	2
- Cc1ccc(-c2cc(NC(=O)c3ccccc3)on2)cc1
 : nt	-2	-1	9	-3	-140	-83	0
- COc1ccc(NC(=O)c2ccc(CNc3c(N4CCCC4)c(=O)c3=O)cc2)cc1Cl
 : -41	0	1	5	-1	-9	4	-4
- COc1ccc(-c2nnc(SCC(=O)Nc3sc4c(c3C#N)CCCC4)n2-c2ccccc2)cc1
 : 0	nt	3	4	-2	22	nt	0
- Cc1ccc(S(=O)(=O)N(C)C[C@H]2OCCCC[C@@H](C)Oc3ccc(NC(=O)CCC(F)(F)F)cc3C(=O)N([C@H](C)CO)C[C@@H]2C)cc1
 : 0	4	42	-15	nt	-6	-9	-8
- COc1cccc(NC(=O)Nc2ccc3c(c2)C(=O)N(C)C[C@H](OC)[C@@H](C)CN(C)[C@H](C)CO3)c1
 : 11	4	3	5	2	-16	-7	1
- CCc1ccc(N2CC(C(=O)N/N=C/c3ccccc3)CC2=O)cc1 (stereo unspecified)
 : 5	-7	-2	-5	-2	-3	6	1
- O=c1c(-c2ccccc2Cl)coc2c(CN3CCCCC3)c(O)ccc12
 : 3	3	-21	11	-2	-10	-7	-9
- COc1ccc(S(=O)(=O)NCc2cc(-c3ccccc3Cl)no2)cc1
 : 7	11	1	15	2	-6	-18	nt
- CCN(CCn1cccn1)C(=O)CC1C(=O)NCCN1Cc1ccc(F)c(F)c1 (stereo unspecified)
 : 11	3	13	-8	1	4	-7	nt
- COc1cccc(CNC(=O)Cc2ccc(S(=O)(=O)N3CCOCC3)s2)c1
 : 4	-4	-5	6	2	2	-6	0
- Cc1ccc(C(=O)Nc2ccc3nc(C)sc3c2)o1
 : 11	-2	17	-69	-1	-96	-178	2
- O=C(C[C@H]1C[C@@H]2c3cc(NC(=O)Nc4ccccc4F)ccc3O[C@@H]2[C@@H](CO)O1)NCC1CC1
 : -3	-8	-2	3	2	-3	2	2
- O=C(Cc1ccc(S(=O)(=O)N2CCOCC2)s1)N1CCN(S(=O)(=O)c2cccc(Cl)c2)CC1
 : nt	-3	-2	8	-2	5	15	1
- CCNC(=O)C[C@@H]1CC[C@@H]2[C@H](COC[C@H](O)CN2C(=O)Nc2ccc(Cl)c(Cl)c2)O1
 : 7	-3	2	14	0	-7	5	3
- CC(C)NC(=O)Nc1ccc2c(c1)C(=O)N([C@@H](C)CO)C[C@H](C)[C@@H](CN(C)Cc1ccc(C(F)(F)F)cc1)O2
 : -4	nt	3	-5	1	3	-16	2
- O=C(N/N=C/c1cc2cc3c(cc2nc1Cl)OCO3)c1ccncc1
 : nt	2	0	-1	-1	-6	4	nt
- OCC[C@H]1C[C@@H](O)[C@H](O)[C@@]2(CCCO2)O1
 : -2	0	10	0	0	1	-16	9
- Cc1c(C(=O)N2CCCC2)nnn1-c1nonc1N
 : -2	-1	nt	nt	nt	nt	-6	-2
- C[C@H](CO)N1C[C@H](C)[C@H](CN(C)Cc2ccc(C(=O)O)cc2)Oc2c(NC(=O)Nc3ccc4c(c3)OCO4)cccc2C1=O
 : 5	-4	17	-9	-1	-6	nt	-3
- COc1ccccc1C(=O)NCC(=O)N1CCN(S(=O)(=O)c2ccccc2C(F)(F)F)CC1
 : 4	5	4	-7	-4	-1	2	-5
- CCOC(=O)C1(Cc2cccc(Cl)c2)CCCN(C(=O)c2cc(CC)on2)C1 (stereo unspecified)
 : nt	0	3	1	-1	-36	-52	nt
- Cc1c(C(=O)NC2=NCCS2)oc2ccccc12
 : -16	nt	0	nt	6	-17	nt	-1
- COc1ccc(-c2ccc3c(c2)S(=O)(=O)c2cccc(C(=O)N4CCN(c5ccccn5)CC4)c2C3=O)cc1OC
 : 0	5	-5	4	-1	4	16	1
- O=C(CS(=O)(=O)c1ccc(Cl)cc1)Nc1nccs1
 : 14	-1	-10	25	0	-2	nt	-2
- COc1ccc(OC)c(Nc2ccc(Nc3cc(OC)ccc3OC)nn2)c1
 : -11	-5	-1	nt	1	-8	11	1
- Cc1cc(-c2nnc(CCC(=O)N(CC3CCC3)CC3CCCO3)o2)no1 (stereo unspecified)
 : -2	18	7	21	-3	-59	-89	-4
- COc1ccc(Cl)cc1NC(=O)CN(C)C(=O)c1cc2ccccc2cc1OC
 : -14	4	-3	-6	3	5	35	2
- COc1ccc(/C(O)=C2/C(=O)C(=O)N(c3ccccn3)C2c2ccc(OC)c(OC)c2)cc1 (stereo unspecified)
 : nt	3	0	-3	7	-5	-1	nt
- COc1cc(C2c3cc4c(cc3OC(NCCc3ccccc3)C2C)OCO4)cc(OC)c1OC (stereo unspecified)
 : -20	2	7	-20	-5	54*	44	nt
- COc1ccccc1-c1cn(CC[C@H]2CC[C@H](NC(=O)Cc3ccccn3)[C@@H](CO)O2)nn1
 : -5	-6	-14	-6	-2	-3	10	-3
- O=C(Cc1nc2ccccc2[nH]1)c1ccc(Cl)cc1
 : nt	-3	2	-34	3	-105	-144	0
- OCCN(Cc1ccccc1)Cc1ccccc1Cl
 : 5	-2	nt	-13	nt	nt	nt	-6
- CN1OC[C@@H]2CN(C(=O)c3cccnc3)[C@H](c3ccc(N4CCCCC4)cc3)C[C@@H]21
 : -18	3	19	-4	18	-6	-26	-2
- CC(=O)c1cnc(-c2ccccn2)s1
 : 3	-3	-1	-2	2	-5	4	nt
- COc1ccc(C2NC(=S)NC3=C2CCc2ccccc23)cc1OC (stereo unspecified)
 : nt	-20	nt	-16	nt	nt	11	-1
- CC(=O)Nc1ccc(/C=C/c2nc(-c3ccccc3O)n[nH]2)cc1
 : nt	3	2	-84	4	-67	-88	5

Reprinted from the part before: 2 entries, then new ones.
Results follow in this order: PGC1a acetyl inh	FN deposition inh	S100A4 inh HTS	LGR2 antag	ERAP1 inh	EWS-Fli inh	PAX8 inh HTS	PglD DTNB
- COc1ccc(C2NC(=S)NC3=C2CCc2ccccc23)cc1OC (stereo unspecified)
 : nt	-20	nt	-16	nt	nt	11	-1
- CC(=O)Nc1ccc(/C=C/c2nc(-c3ccccc3O)n[nH]2)cc1
 : nt	3	2	-84	4	-67	-88	5
- C[C@H]1CN([C@@H](C)CO)C(=O)c2cc(NC(=O)c3ccncc3)ccc2O[C@@H]1CN(C)Cc1ccccc1
 : nt	nt	7	-8	-3	-2	5	-1
- O=C(CNCc1ccccc1Cl)NCc1ccco1
 : 6	-17	-1	nt	-1	10	0	nt
- O=C(Nc1ccc2c(c1)OCCO2)C(=S)NCc1ccccc1
 : 0	-3	2	-40	9	-40	-35	nt
- O=C(CN1C(=O)C(=O)N(C2CCCC2)C1=O)NCCc1ccc(F)cc1
 : 3	-6	-1	7	2	8	0	-6
- COc1cc(OC)cc(C(=O)Nc2nnc(SCC(=O)NCC3CCCO3)s2)c1 (stereo unspecified)
 : nt	6	0	-4	4	0	-31	6
- Clc1ccc(Sc2ccccn2)cc1
 : 1	-1	1	1	-3	-5	-7	1
- CN(C)CC(=O)N1[C@@H](CO)[C@@H]2c3ccccc3N(C(=O)Cc3ccccc3)C[C@@H]21
 : -1	-9	3	9	nt	-1	8	3
- Cc1c(C)n(Cc2ccccc2)c2ncnc(N)c12
 : 16	2	nt	nt	nt	nt	3	1
